Source: PubChem BioAssay
KB-V1 cytotox: kills drug-selected multidrug resistant KB-V1 cells; KB-V1 MDR cells viability, CellTiter-Glo, 72 h; Potency, µM (top dose mostly 46.1 µM), for the others: at the highest dose activity change, negative = cytotoxicity, actives largely listed as cytotoxic; hit rate 3.4% among 400,000; further: potency means the concentration at half of the fitted maximal effect; on the % scale 0 is the no-effect control and ±100 the full control effect; nearly all actives have a fitted effect of over 60% in size
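KB-V1 MDR subline cells in DMEM (phenol-red free, 10% FBS) exposed to compounds in qHTS concentration series for 72 h at 37 degrees C. Viability read by CellTiter-Glo luminescence; concentration-effect curves fitted after normalization and correction.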
S2 tox: viability counter-screen for ATXN expression inhibitors; S2 cells (HEK-293 line with an ATXN2-luciferase reporter) viability, CellTiter-Fluor protease fluorescence, 24 h; Potency, µM (top dose mostly 56.7 µM), usual class: cytotoxic; hit rate 0.49% among 400,000; AID 651635; further: potency means the concentration at half of the fitted maximal effect; nearly all actives have a fitted effect of over 40% in size
HT1080-NT tox: kills 2HG-producing HT-1080-NT fibrosarcoma cells | HT-1080-NT fibrosarcoma viability, CellTiter-Glo ATP luminescence, 48 h | Potency, µM (series often up to 46.1 µM), for inactives: top-dose activity, negative = less viability, actives largely listed as cytotoxic | hit rate 1.6% among 360,000 | AID 686970;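 further: NT is the 2HG producing partner of a matched IDH1 knockdown line; potency means the concentration at half of the fitted maximal effect; 0% = DMSO-treated cells and -100% = media-only wells without cells; nearly all actives have a fitted effect of over 55% in size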
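Toxicity toward the 2HG-producing NT line was scored as %Activity, normalised to DMSO and no-cell wells, from CellTiter-Glo luminescence after 48 hours' treatment.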
ATXN2 expr inh: inhibitors of ATXN2 expression; HEK-293 ATXN2-luciferase reporter, luminescence, 24 h; Potency, µM (top dose mostly 57 µM), for inactives: at the highest dose activity change, negative = inhibition, most hits filed as inhibitors; hit rate 0.72% among 360,000; AID 1745845; further: potency means the concentration at half of the fitted maximal effect; on the % scale 0 is the no-effect control and ±100 the full control effect; nearly all actives have a fitted effect of over 55% in size
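ATXN2-luciferase reporter cells (luciferase flanked by upstream and downstream ATXN2 gene portions) were treated 24 h at 37 °C with compounds at up to 57 uM. SteadyGlo luminescence gave expression; GF-AFC fluorescence gave viability.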
KB-3-1 cytotox: KB-3-1 parental cell cytotoxicity. KB-3-1 viability, CellTiter-Glo ATP luminescence, 72 h. Potency, µM (top dose mostly 46.1 µM), inactives show top-dose activity change, negative = cytotoxic, actives largely listed as cytotoxic. hit rate 1.4% among 400,000. AID 1347075; further: potency means the concentration at half of the fitted maximal effect; on the % scale 0 is the no-effect control and ±100 the full control effect; nearly all actives have a fitted effect of over 60% in size
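72 h, 37 °C compound treatment of KB-3-1 parental cells; CellTiter-Glo added, 10 min, luminescence read. Data corrected against DMSO-only plates and normalized before curve fitting.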
IL1B secr inh: blocks inflammasome-driven IL-1 beta release; THP-1 LPS/ATP IL-1B secretion, AlphaLISA, 16 h; stronger effect = lower value; activity change, % at 57.5 µM; hit rate 4.7% among 360,000; in the data active means activity change below about -50%; inconclusive means mostly about -30% to -49%; further: on the % scale 0 is the no-effect control and ±100 the full control effect
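THP-1 cells pretreated 1 hr with compounds (up to 57.5 uM final), then stimulated with LPS (250 ng/mL final) plus ATP (1.25 mM final); secreted IL-1B measured by AlphaLISA after 16 hr, decreased signal indicating inhibition.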
HT1080 IDH1KD tx: kills HT-1080 cells with IDH1 knockdown; HT-1080 IDH1 knockdown viability, ATP luminescence, 48 h; Potency, µM (series often up to 46.1 µM), for the others: at the highest dose activity, negative = toxicity, usual class: cytotoxic; hit rate 2% among 360,000; AID 686971;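 further: potency means the concentration at half of the fitted maximal effect; 0% = DMSO wells and -100% = cell-free medium wells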
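Luminescent ATP read-out (CellTiter-Glo, 10 min at room temperature) after 48 h compound exposure at 37 °C gave viability of IDH1-knockdown HT-1080 cells. Activity was normalised to DMSO and cell-free wells, then fitted as concentration-response curves.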
SW480 rereplic: induces DNA re-replication in SW480 colon adenocarcinoma cells; SW480 DNA re-replication, Hoechst DNA content imaging, 48 h; Potency, µM (titrated, usually from 46.1 µM), inactives show at the highest dose re-replication activation, hits mostly activators; hit rate 1.8% among 340,000; AID 624297; further: potency means the concentration at half of the fitted maximal effect; % of control where 0% means no effect; nearly all actives have a fitted effect of over 55% in size
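Hoechst fluorescence of nuclei (405 nm excitation, 500-530 nm emission) measured by plate-scanning imager after 48 hr compound exposure at 37 C; re-replication scored as increased number of nuclei with elevated intensity.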
MCF10A rerep: inducers of DNA re-replication in MCF 10A breast cells. Potency, µM (doses to about 46.1 µM), for inactives: at the top dose activity, positive = re-replication, actives largely listed as activators. hit rate 2.9% among 350,000. MCF 10A DNA re-replication, Hoechst nuclear intensity, 48 h. AID 624296; further: potency means the concentration at half of the fitted maximal effect; % of control where 0% means no effect; nearly all actives have a fitted effect of over 50% in size
An asterisk follows results filed as active; i = inactive; ? = inconclusive; · = not tested or not shown; & = joins results of further samples; [ ] = dose if it differs, or a comment. Unless noted, the call rests on the fitted dose curve; in most records, active means well fitted curve in the direction sought with a large enough effect; inconclusive means small, poorly fitted or top-dose-only effect, or another doubt; inactive means no such curve, though single readings can be large; an effect the other way counts as inactive or inconclusive.

Abbreviations: A = KB-V1 cytotox; B = S2 tox; C = HT1080-NT tox; D = ATXN2 expr inh; E = KB-3-1 cytotox; F = IL1B secr inh; G = HT1080 IDH1KD tx; H = SW480 rereplic; I = MCF10A rerep
CCN(C[C@H]1N[C@@](C)(C(=O)OC)[C@H]2C(=O)N(C)C(=O)[C@@H]12)C(=O)c1ccc(C)cc1
  A: ?	B: i	C: 11%	D: 9%	E: 49%	F: 1	G: 13%	H: -5%	I: 7%

O=S(=O)(c1ccc(SCc2ccc(Cl)cc2)nc1)N1CCCC1
  A: -8%	B: i	C: -16%	D: -32%	E: -25%	F: -3	G: 1%	H: -12%	I: 8%

O/N=C1\CC2(Cc3nonc31)OCCO2
  A: 0%	B: i	C: 2%	D: 2%	E: -2%	F: -18	G: 10%	H: -3%	I: 9%

CCOc1ccc(CN2CCNC(=O)C2CC(=O)NCCC2=CCCCC2)cc1 (stereo not given)
  A: -8%	B: i	C: -7%	D: 5%	E: -3%	F: -11	G: -7%	H: -3%	I: 17%

O=C(Cc1ccccc1)c1nnc(-c2ccccc2)o1
  A: -12%	B: i	C: 10%	D: 32%	E: -1%	F: 2	G: 10%	H: -2%	I: -1%[9.22 µM]

CCN(Cc1cc(=O)n2ccsc2n1)c1cccc2ccccc12
  A: -10%	B: i	C: -22%	D: ·	E: -2%	F: 48	G: -15%	H: 0%	I: ?

O=C(CNC(=O)c1ccccc1)OCCOc1cccc(Cl)c1
  A: -4%	B: i	C: 2%	D: -4%	E: 10%	F: 11	G: 0%	H: -3%	I: 2%

O=S(=O)(c1ccc(F)cc1)N1CCCN(Cc2c(F)cccc2F)CC1
  A: -4%	B: i	C: 19%	D: -7%	E: -2%	F: -4	G: 17%	H: -2%	I: 10%

C=CCN(c1ccccc1OC)S(=O)(=O)c1cccc(C(=O)OC2CCOC2=O)c1 (stereo not given)
  A: 1%	B: i	C: 11%	D: -1%	E: 4%	F: 21	G: 15%	H: -1%	I: -27%

CN1C(=O)c2cccc3c(N(C)C)ccc(c23)C1=O
  A: 12µM*	B: ·	C: 5%	D: ·	E: 0%	F: -6	G: 2%	H: -9%	I: 7%

Compounds from the list above with a halogen (3):
Abbreviations: A = KB-V1 cytotox; B = S2 tox; C = HT1080-NT tox; D = ATXN2 expr inh; E = KB-3-1 cytotox; F = IL1B secr inh; G = HT1080 IDH1KD tx; H = SW480 rereplic; I = MCF10A rerep
O=S(=O)(c1ccc(SCc2ccc(Cl)cc2)nc1)N1CCCC1
  A: -8%	B: i	C: -16%	D: -32%	E: -25%	F: -3	G: 1%	H: -12%	I: 8%

O=C(CNC(=O)c1ccccc1)OCCOc1cccc(Cl)c1
  A: -4%	B: i	C: 2%	D: -4%	E: 10%	F: 11	G: 0%	H: -3%	I: 2%

O=S(=O)(c1ccc(F)cc1)N1CCCN(Cc2c(F)cccc2F)CC1
  A: -4%	B: i	C: 19%	D: -7%	E: -2%	F: -4	G: 17%	H: -2%	I: 10%

The results go on.
Abbreviations: A = KB-V1 cytotox; B = S2 tox; C = HT1080-NT tox; D = ATXN2 expr inh; E = KB-3-1 cytotox; F = IL1B secr inh; G = HT1080 IDH1KD tx; H = SW480 rereplic; I = MCF10A rerep
COc1ccc(CNC(=O)C2CCN(C(=O)c3csc(Nc4ccc(C)cc4)n3)CC2)cc1
  A: ?	B: i	C: -14%	D: -2%	E: -6%	F: -53*	G: -20%	H: -4%	I: 14%

O=C(CN1CCN(Cc2ccccc2F)C1=O)NCc1cccnc1
  A: 6%	B: i	C: -6%	D: -9%	E: 0%	F: 0	G: -3%	H: -19%	I: -5%

Cc1nn(Cc2ccccc2)c(C)c1NC(=O)c1cc(-c2ccc3c(c2)OCO3)on1
  A: -5%	B: i	C: ?	D: -12%	E: ?	F: 32	G: -22%	H: 0%	I: 9.2µM*

Cc1ccc(CNC(=S)NCc2ccncc2)cc1
  A: ?	B: i	C: 10%	D: -26%	E: -6%	F: 47	G: 4%	H: -1%	I: -43%[inhibitor]

Cc1ccc2oc3c(SCc4nc5ccccc5[nH]4)nc(C)nc3c2c1
  A: 1%	B: ?	C: ·	D: -32%	E: -30%	F: ·	G: ·	H: 14%	I: 9%

C(=Cc1c[nH]c2ccccc12)c1ccc2ccccc2n1
  A: -4%	B: ·	C: 16µM*	D: -71%	E: -13%	F: -26	G: 23µM*	H: ?	I: 0.92µM*

Cc1nc(CS(=O)(=O)c2ccc(Cl)cc2)cc(Sc2ccccc2Cl)n1
  A: 2%	B: i	C: -10%	D: 6%	E: 12%	F: 6	G: -15%	H: 7%	I: ?

O=C(CSc1ccccn1)Nc1ccc2c(c1)C(=O)c1ccccc1C2=O
  A: ?	B: i	C: ?	D: 6%	E: 8%	F: 0	G: 21µM*	H: -6%	I: ?

CC1=C(C(=O)N2CCOCC2)C(c2ccc(Br)cc2)NC(=S)N1c1ccccc1 (stereo not given)
  A: -24%	B: i	C: 9%	D: -8%	E: 5%	F: 11	G: 12%	H: 0%	I: -2%

CC(C)(C)NC(=O)c1ccc2nsnc2c1
  A: 0%	B: i	C: 13%	D: 4%	E: 12%	F: 1	G: 10%	H: -2%	I: -2%

CCCOc1ccc(-c2nc(SCC(=O)c3ccc(Cl)cc3)n[nH]2)cc1
  A: 10%	B: i	C: ·	D: -11%	E: -9%	F: ·	G: ·	H: ·	I: ·

C[C@H](CO)N1C[C@H](C)[C@@H](CN(C)C(=O)c2cc(-c3ccccc3)on2)OCc2cnnn2CCCC1=O
  A: 8%	B: i	C: 0%	D: 4%	E: -5%	F: 1	G: 4%	H: ·	I: ·

CCOC(=O)N1CCN(CC(O)COc2ccc(C)cc2C(C)(C)C)CC1 (stereo not given)
  A: ?	B: i	C: 10%	D: -2%	E: -26%	F: 0	G: 0%	H: 11%	I: ?

COc1cc(/C=C2/NC(=O)N(Cc3ccccc3F)C2=O)ccc1O
  A: ?	B: ·	C: -11%	D: 3%	E: -10%	F: ?	G: -6%	H: -4%	I: -7%

COC(=O)C(O)(CC(=O)Nc1cccc(SC)c1)C(F)(F)F (stereo not given)
  A: 2%	B: i	C: 5%	D: -4%	E: -5%	F: 22	G: 4%	H: 4%	I: 2%

CN(CCO)C(=O)C1CCN(c2ncc(C(F)(F)F)cc2Cl)CC1
  A: ?	B: i	C: -10%	D: 9%	E: 3%	F: 54	G: -15%	H: -122%[inhibitor]	I: -1%

CCOc1ccc(Nc2nc(NCCN3CCOCC3)nc(OC)n2)cc1
  A: 18µM*	B: i	C: -1%	D: -7%	E: 14%	F: -3	G: -1%	H: -16%	I: -1%

Cc1ccc(SCC(=O)OCC(=O)N(CC(C)C)c2c(N)n(Cc3ccccc3)c(=O)[nH]c2=O)cc1C
  A: 2%	B: i	C: ?	D: -19%	E: -2%	F: -19	G: -6%	H: -59%[inhibitor]	I: ?

CCOc1ccccc1C(=O)N[C@H](C(=O)Nc1cc(S(=O)(=O)N(C)C)ccc1OC)C(C)C
  A: 13%	B: i	C: 17%	D: 4%	E: 3%	F: -13	G: 9%	H: -13%[1.84 µM]	I: ?

CC1=[N+]([O-])C(N2CCOCC2)C(O)(c2ccccc2)C1 (stereo not given)
  A: 0%	B: ?	C: 10%	D: 4%	E: 0%	F: 11	G: 1%	H: -4%	I: 0%

CCOc1ccc(C(=O)Nc2ccc(-c3nc4ccccc4s3)c(C)c2)cc1OCC
  A: 16%	B: i	C: ·	D: 62%[activator]	E: 16%	F: ·	G: ·	H: ·	I: ·

COc1ccc2c(c1)c(C(=O)O)c(C)n2-c1ccccc1
  A: -2%	B: i	C: 1%	D: -4%	E: 15%	F: -6	G: 2%	H: -3%	I: -6%

CSc1ncc(Cl)c(C(=O)N(Cc2ccccc2Cl)C2CCS(=O)(=O)C2)n1 (stereo not given)
  A: -8%	B: i	C: ·	D: -2%	E: 0%	F: ·	G: ·	H: ·	I: ·

COc1ccc(-n2nnnc2SCC(=O)N2CCCc3ccccc32)cc1OC
  A: ?	B: i	C: 2%	D: 1%	E: -15%	F: 7	G: 0%	H: 3%	I: 2%

CCCNC(=O)CCc1c(C)nc2nc(-c3cc(OC)cc(OC)c3)nn2c1C
  A: 7%&12%	B: ?	C: 0%	D: 5%&-2%	E: -18%&17%	F: -26	G: 0%	H: -5%	I: -2%

Cc1ccc(Oc2ncccc2/C=N/OCc2ccc(Cl)cc2Cl)cc1
  A: 2%	B: i	C: 15%	D: -21%	E: -4%	F: 15	G: 19%	H: 0%	I: 15%

COC(=O)C1=C(C)N(Cc2ccccc2)C(=NCc2ccccc2)N[C@H]1c1cccc(F)c1
  A: -20%	B: ·	C: -20%	D: ?	E: -4%	F: 0	G: -13%	H: 10%	I: -25%

COC(=O)COc1nsnc1N1CCOCC1
  A: ?	B: i	C: 6%	D: 11%	E: 2%	F: -1	G: 1%	H: -3%	I: -3%

COc1ccc(OC)c(C=NNC(=O)c2ccccc2NS(=O)(=O)c2cccs2)c1
  A: -6%	B: i	C: 3%	D: -4%	E: ?	F: 0	G: 4%	H: -1%	I: -7%

Cc1ccc(NC(=O)CCN2CCN(CCO)CC2)cc1
  A: 19%	B: i	C: 10%	D: -18%[11.3 µM]	E: -6%	F: 10	G: 15%	H: -2%	I: -27%

CN(C)c1ccc(/C=C/c2ccc3c4ccccc4ccc3[n+]2-c2ccccc2)cc1
  A: 9.2µM*	B: ·	C: 12µM*	D: 1.1µM*	E: 0.29µM*	F: -111*	G: 5.8µM*	H: 1%	I: ?

CC1(C)CC(=O)C2=C(C1)N(c1ccc(F)cc1)C(=O)CC2c1cccnc1 (stereo not given)
  A: -11%	B: i	C: 3%	D: 7%	E: 4%	F: 5	G: 10%	H: -7%	I: 7%

CCOC(=O)c1ccc(NC(=O)c2nc[nH]c2C(=O)N(CC)CC)cc1
  A: 8%	B: i	C: 1%	D: -1%	E: 3%	F: -5	G: -3%	H: -5%	I: 3%

CCCc1nnc(NC(=O)CN2CCOCC2)s1
  A: 1%	B: i	C: 4%	D: -5%	E: 15%	F: -5	G: 12%	H: -4%	I: 8%
